Compound activity as filed in PubChem BioAssay.
IDE exosite FP: displaces the probe from the exo-site of human IDE; AID 1259349; 6.3% of 17,000 active; purified IDE, FL-6b probe fluorescence polarization; stronger effect = lower value; P14735; z-score at 20 µM;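 active means z-score of -3 or lower, meaning strong loss of probe binding signal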;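 further: His-tagged human IDE residues 42-1019 made in E. coli with 30 nM FL-6b probe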
Target sequence (P14735 42-1019 limits assumed): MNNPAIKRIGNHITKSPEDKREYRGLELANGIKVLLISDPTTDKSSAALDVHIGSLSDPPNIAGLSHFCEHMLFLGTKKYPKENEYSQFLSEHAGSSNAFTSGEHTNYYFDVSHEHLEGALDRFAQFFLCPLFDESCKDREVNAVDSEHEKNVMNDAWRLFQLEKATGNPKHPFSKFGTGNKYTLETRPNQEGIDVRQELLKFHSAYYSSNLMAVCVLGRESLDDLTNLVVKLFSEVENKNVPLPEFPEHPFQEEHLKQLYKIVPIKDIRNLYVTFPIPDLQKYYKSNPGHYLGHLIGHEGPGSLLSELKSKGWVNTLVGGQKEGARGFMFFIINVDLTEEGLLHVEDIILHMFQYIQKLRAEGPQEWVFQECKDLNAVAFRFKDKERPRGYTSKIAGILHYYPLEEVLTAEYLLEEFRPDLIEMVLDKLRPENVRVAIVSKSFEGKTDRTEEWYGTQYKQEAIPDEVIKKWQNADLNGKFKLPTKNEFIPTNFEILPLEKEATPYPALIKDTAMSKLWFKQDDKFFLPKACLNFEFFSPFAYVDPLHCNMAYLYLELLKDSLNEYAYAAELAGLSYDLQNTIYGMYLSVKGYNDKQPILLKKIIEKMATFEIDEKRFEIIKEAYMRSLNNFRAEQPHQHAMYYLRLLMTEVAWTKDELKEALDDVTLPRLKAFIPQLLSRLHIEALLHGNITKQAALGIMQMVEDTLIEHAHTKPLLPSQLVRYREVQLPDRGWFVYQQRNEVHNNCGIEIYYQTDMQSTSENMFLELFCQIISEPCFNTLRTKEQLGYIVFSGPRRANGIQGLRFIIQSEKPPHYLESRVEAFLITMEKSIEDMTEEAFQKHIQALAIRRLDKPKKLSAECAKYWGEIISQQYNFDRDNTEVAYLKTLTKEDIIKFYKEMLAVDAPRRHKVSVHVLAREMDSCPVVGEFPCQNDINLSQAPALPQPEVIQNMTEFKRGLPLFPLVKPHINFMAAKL
* = called active by the depositor; & = joins results of further samples.

IDE exosite FP,canonical_smiles
0.535,C/C=C/c1ccc([C@H]2[C@@H](CO)N3CCCCN(C(=O)c4ccc(F)cc4)C[C@@H]23)cc1
0.589,O=C(Nc1cccc(F)c1)N1CC(=O)N2[C@@H](CO)[C@@H](c3ccc(-c4ccc(F)cc4)cc3)[C@@H]2C1
0.491,N#C[C@@H]1[C@@H](c2ccccc2C2=CCCC2)[C@H](CO)N1C(=O)Cc1ccncc1
3.94,CN(C)CC#Cc1ccc([C@@H]2[C@@H](CO)N3C(=O)CN(C(=O)c4cccnc4)C[C@H]23)cc1
-0.0916,COc1ccc(-c2ccc([C@H]3[C@H](CO)N4C(=O)CN(C(=O)c5ccccn5)C[C@@H]34)cc2)cc1
-0.332,O=C1CN(S(=O)(=O)c2cccc(F)c2)C[C@H]2[C@H](c3ccc(C4=CCCC4)cc3)[C@@H](CO)N12
-9.45*,Cc1cccc(-c2ccc([C@H]3[C@H]4CN(C(=O)NC5CCCCC5)CC(=O)N4[C@H]3CO)cc2)c1
-0.155,C[C@@H]1CN([C@H](C)CO)C(=O)c2ccccc2-c2ccccc2CO[C@@H]1CN(C)Cc1cccc2c1OCCCO2
0.121,COc1ccc(NC(=O)Nc2ccc3c(c2)[C@@H]2C[C@@H](CC(=O)NCC(F)(F)F)O[C@@H](CO)[C@@H]2O3)cc1
0.251,CN(C)C(=O)c1cccc(-c2ccc([C@@H]3[C@H](CO)N4C(=O)CN(C(=O)C5CCC5)C[C@@H]34)cc2)c1

The closing 3 records of the part before lead into the next.
IDE exosite FP,canonical_smiles
-0.155,C[C@@H]1CN([C@H](C)CO)C(=O)c2ccccc2-c2ccccc2CO[C@@H]1CN(C)Cc1cccc2c1OCCCO2
0.121,COc1ccc(NC(=O)Nc2ccc3c(c2)[C@@H]2C[C@@H](CC(=O)NCC(F)(F)F)O[C@@H](CO)[C@@H]2O3)cc1
0.251,CN(C)C(=O)c1cccc(-c2ccc([C@@H]3[C@H](CO)N4C(=O)CN(C(=O)C5CCC5)C[C@@H]34)cc2)c1
3.08,CN(C)C(=O)c1ccc(-c2ccc([C@H]3[C@@H](CO)N4C(=O)CN(C(=O)C5CCCC5)C[C@@H]34)cc2)cc1
2.21&5.15,C/C=C/c1ccc(C2[C@@H]3CN(C(=O)Cc4ccccc4)C[C@H]2N3)cc1 (some centres not stated)
1.15,CCN(C[C@H]1N[C@@H](CO)[C@H]1c1ccccc1)C(=O)c1ccccc1
0.72,N#C[C@H]1[C@@H](c2ccccc2C2=CCCCC2)[C@H](CO)N1S(=O)(=O)c1ccccc1
1.24,C[C@@H]1CN([C@H](C)CO)C(=O)c2cc(NC(=O)Nc3ccc(C(F)(F)F)cc3)ccc2O[C@@H](C)CCCCO[C@@H]1CN(C)CC1CCCCC1
2.64,O=C(c1ccncc1)N1CC(=O)N2[C@H](CO)[C@@H](c3ccc(C#CCC4CCCC4)cc3)[C@H]2C1
-0.924,CO[C@@H]1CN(C)C(=O)c2cc(NS(=O)(=O)c3cccc(Cl)c3)ccc2OC[C@@H](C)NC[C@H]1C
0.496,C[C@@H]1CN([C@H](C)CO)C(=O)c2cc(NC(=O)NC3CCCCC3)ccc2O[C@@H](C)CCCCO[C@H]1CN(C)S(C)(=O)=O
2.02,CN(C)CC#Cc1ccc([C@H]2[C@@H](CO)N(C(=O)C3CC3)[C@H]2C#N)cc1
4.17,COCC(=O)N1[C@@H](C#N)[C@@H](c2ccccc2-c2cccc(OC)c2)[C@@H]1CO

IDE exosite FP,canonical_smiles
-1.24,C[C@@H]1CN([C@H](C)CO)S(=O)(=O)c2ccc(-c3cccc(C#N)c3)cc2O[C@@H]1CN(C)C(=O)c1ccccc1
-15.7*,Cc1ccccc1-c1ccc([C@@H]2[C@H](CO)N3CCCCN(S(=O)(=O)c4cn(C)cn4)C[C@@H]23)cc1
1.05,C[C@H]1CN([C@@H](C)CO)C(=O)c2cc(NS(C)(=O)=O)ccc2O[C@H]1CN(C)C
3.82,O=C(c1cnccn1)N1CC(=O)N2[C@@H](CO)[C@H](c3ccc(C#CCC4CCCC4)cc3)[C@@H]2C1
1.22,CN1C(=O)c2cc(NC(=O)Cc3cccs3)ccc2OC[C@@H]2O[C@H](CC(=O)NCC3CCCCC3)CC[C@H]21
0.521,C[C@H](CO)N1C[C@H](C)[C@@H](CN(C)Cc2cccnc2)OCc2ccccc2-c2ccccc2C1=O
-0.298,COCC(=O)N1CC2(CN(S(C)(=O)=O)C2)c2c(n(C)c3cc(OC)ccc23)[C@@H]1CO
1.23,N#C[C@H]1[C@H](c2ccccc2)[C@@H](CO)N1S(=O)(=O)c1cccc(F)c1
1.69,CCC(=O)N1CCCCN2[C@H](CO)[C@H](c3ccc(-c4ccc(F)cc4)cc3)[C@@H]2C1
1.29,CC(=O)N1[C@H](CO)[C@@H](c2ccc(-c3ccc(C#N)cc3)cc2)C12CN(C(=O)C1CC1)C2

Printed as active in IDE exosite FP (from the list above):
IDE exosite FP,canonical_smiles
-9.45*,Cc1cccc(-c2ccc([C@H]3[C@H]4CN(C(=O)NC5CCCCC5)CC(=O)N4[C@H]3CO)cc2)c1
-15.7*,Cc1ccccc1-c1ccc([C@@H]2[C@H](CO)N3CCCCN(S(=O)(=O)c4cn(C)cn4)C[C@@H]23)cc1

(listing goes on)
IDE exosite FP,canonical_smiles
0.827,OC[C@@H]1[C@H](c2ccc(C#CC3(O)CCCC3)cc2)[C@H]2CN(Cc3cncnc3)CCCCN12
4.26,COCC(=O)NC[C@H]1[C@@H](c2ccc(C3=CCCC3)cc2)[C@@H](CO)N1C(C)=O
3.09,CC(C)C#Cc1ccc([C@@H]2[C@H]3CN(C(=O)Nc4ccccc4)CCCCN3[C@H]2CO)cc1
1.14,COc1ccc(CN(C)C[C@H]2OCCCC[C@@H](C)Oc3ccc(NC(=O)C4CCCCC4)cc3C(=O)N([C@@H](C)CO)C[C@@H]2C)cc1
3.12&4.27,O=C(C1CCOCC1)N1C[C@@H]2N[C@H](C1)C2c1ccc(-c2cncnc2)cc1 (some centres not stated)
0.951,O=C(NC[C@@H]1N[C@@H](CO)[C@@H]1c1ccccc1)c1ccccc1F
-0.734,COCC(=O)NC[C@@H]1[C@@H](c2ccccc2)[C@H](CO)N1C(=O)c1ccccc1
-0.39,COc1ccccc1S(=O)(=O)N(C)C[C@H]1OCc2ccccc2-c2ccccc2C(=O)N([C@@H](C)CO)C[C@H]1C
1.97,CO[C@@H]1CC[C@H]2CCOc3c(C#N)cccc3C(=O)N(C)C[C@H](c3ccccc3)CC(=O)N(C)C[C@H]1O2
0.432,O=C(Nc1ccc(F)cc1)N1CC(=O)N2[C@H](CO)[C@H](c3ccc(C4=CCCC4)cc3)[C@H]2C1

IDE exosite FP,canonical_smiles
-2.98,O=C(Nc1ccccc1)N1CCCCN2[C@@H](CO)[C@H](c3ccc(C#Cc4ccccc4)cc3)[C@@H]2C1
0.358,COc1ccc2c3c(n(C)c2c1)[C@@H](CO)N(C)CC31CCN(C(=O)NC(C)C)CC1
-0.126,N#C[C@H]1[C@@H](c2ccc(-c3ccccc3F)cc2)[C@@H](CO)N1C(=O)Cc1ccccc1
0.258,COc1ccccc1-c1ccccc1[C@H]1[C@@H](C#N)N(C(=O)C2CCC2)[C@H]1CO
-0.458,CCC(=O)NC[C@@H]1[C@H](c2ccccc2)[C@@H](CO)N1C(=O)C1CCC1
-0.422,O=C(C[C@@H]1C[C@H]2c3cc(NC(=O)Nc4ccccc4F)ccc3O[C@H]2[C@@H](CO)O1)NCc1ccccn1
0.511,C/C=C/c1ccc([C@H]2[C@H](CO)N3CCCCN(C(=O)Nc4ccc(OC)cc4)C[C@@H]23)cc1
-0.515,CO[C@H]1CN(C)C(=O)c2cc(NS(=O)(=O)c3cccc(Cl)c3)ccc2OC[C@@H](C)NC[C@H]1C
0.531,O=C(NC[C@H]1[C@@H](c2ccccc2)[C@H](CO)N1CC1CCCC1)c1cccnc1
-4.35*,O=C(C1CCC1)N1CC(=O)N2[C@@H](CO)[C@@H](c3ccc(C#Cc4cccc(F)c4)cc3)[C@@H]2C1

IDE exosite FP,canonical_smiles
-0.524,CC(C)(C)S(=O)N1Cc2cc(C(=O)NCCCN3CCOCC3)nc(-c3cccc(-c4cccc(F)c4)c3)c2[C@H]1CCO (some centres not stated)
1.61,CN(C)C(=O)c1cccc(-c2ccc([C@@H]3[C@@H](C#N)N(C(=O)C4CCCCC4)[C@H]3CO)cc2)c1
1.11,N#Cc1cccc(-c2ccc([C@@H]3[C@H]4CN(C(=O)Nc5cccc(F)c5)CCCCN4[C@H]3CO)cc2)c1
-4.26*,CCCC#Cc1ccc([C@@H]2[C@H]3CN(C(=O)Cc4cccnc4)CC(=O)N3[C@H]2CO)cc1
-1.7,C[C@H](CO)N1C[C@H](C)[C@@H](CN(C)C(=O)Nc2ccc(C(F)(F)F)cc2)Oc2ncc(C3=CCCC3)cc2C1=O
-0.117,CCS(=O)(=O)N1CC2(CN(Cc3cc(F)ccc3F)[C@H](CO)c3c2c2ccc(OC)cc2n3C)C1
4.94,N#C[C@@H]1[C@@H](c2ccccc2)[C@H](CO)N1C(=O)C1CCCC1
-0.978,C[C@H]1CN([C@@H](C)CO)C(=O)c2ccccc2-c2ccccc2CO[C@@H]1CN(C)C(=O)Nc1ccnc(N2CCOCC2)c1
-0.753,O=C(Nc1ccc2c(c1)[C@@H]1C[C@H](CC(=O)N3CCOCC3)O[C@@H](CO)[C@@H]1O2)Nc1ccccc1F
3.38,O=C(CC1CC1)N1CC(=O)N2[C@H](CO)[C@H](c3ccc(C#Cc4ccc(F)cc4)cc3)[C@@H]2C1

IDE exosite FP,canonical_smiles
0.938,O=C(C1CCC1)N1CC(=O)N2[C@H](C1)[C@H](c1ccc(-c3cccnc3)cc1)[C@@H]2CO
0.519,CCCNC(=O)N1[C@H](C#N)[C@@H](c2ccc(-c3ccccc3F)cc2)[C@H]1CO
1.04,COc1ccc(NC(=O)N2CC(=O)N3[C@H](CO)[C@@H](c4ccc(/C=C/c5ccccc5)cc4)[C@@H]3C2)cc1
-3.21*,Cc1ccc(-c2ccc([C@H]3[C@H](CO)N4C(=O)CN(C(=O)c5ccncc5)C[C@@H]34)cc2)cc1
4.93,CN(C)C(=O)c1cccc(-c2ccc([C@H]3[C@H](CO)N4CCCCN(S(C)(=O)=O)C[C@@H]34)cc2)c1
0.688,C[C@H](CO)N1C[C@H](C)[C@H](CN(C)C(=O)CCC(F)(F)F)OCCCC[C@H](C)Oc2ccc(NC(=O)C3CCCCC3)cc2C1=O
-1.07,N#C[C@H]1[C@@H](c2ccc(-c3cccc(F)c3)cc2)[C@@H](CO)N1C(=O)c1cccnc1
-0.476,O=C1CN(Cc2ccccc2)C[C@@H]2[C@@H](c3ccc(-c4ccccc4F)cc3)[C@H](CO)N12
-0.731,CCC(=O)NC[C@H]1[C@H](c2ccc(-c3ccccc3)cc2)[C@H](CO)N1C(=O)C1CC1
-0.367,CCc1cnc(N2[C@H](CO)[C@H](c3ccccc3)[C@@H]2C#N)s1

IDE exosite FP,canonical_smiles
1.85,C/C=C/c1ccc([C@H]2[C@@H](CO)N3C(=O)CN(S(=O)(=O)c4cccc(F)c4)C[C@H]23)cc1
0.308,COc1ccc2c3c(n(C)c2c1)[C@H](CO)N(C)CC31CN(CC2CC2)C1
2.3,COc1ccc(C#Cc2ccc([C@@H]3[C@H]4CN(C(=O)c5ccc(F)cc5)CC(=O)N4[C@H]3CO)cc2)cc1
0.961,C[C@@H]1CN([C@H](C)CO)S(=O)(=O)c2ccc(C#Cc3ccccc3F)cc2O[C@H]1CN(C)C(=O)Cc1cccnc1
2.57,O=C(Nc1cc(F)ccc1F)N1CCCCN2[C@H](C1)[C@H](c1ccc(-c3ccncc3)cc1)[C@@H]2CO
1.04,CN(C)CC#Cc1ccc([C@H]2[C@@H](CO)N3C(=O)CN(C(=O)c4cccc(F)c4)C[C@@H]23)cc1
-0.218,CCC(=O)N1C[C@@H](O)COC[C@@H]2O[C@H](CC(=O)NCc3ccc(Oc4ccccc4)cc3)CC[C@H]21
2.25,CCCNC(=O)N1[C@H](CO)[C@H](c2ccccc2)[C@@H]1CNC(=O)C1CCCCC1
0.736,CCCC#Cc1ccc([C@@H]2[C@@H](CO)N3CCCCN(S(=O)(=O)c4ccccc4F)C[C@H]23)cc1
4.18,CN(C)CC#Cc1ccc([C@@H]2[C@H]3CN(CC4CC4)CCCCN3[C@H]2CO)cc1

IDE exosite FP,canonical_smiles
-0.228,C/C=C/c1ccc([C@H]2[C@@H](CO)N(C(C)=O)[C@@H]2CN(CC)C(=O)CN(C)C)cc1
-19.3*,O=C(C1CCOCC1)N1CC(=O)N2[C@H](CO)[C@H](c3ccc(C#Cc4cccc(F)c4)cc3)[C@H]2C1
-0.359,CC(=O)N1CCCCN2[C@H](CO)[C@@H](c3ccc(Br)cc3)[C@@H]2C1
4.62,CN(C)CC#Cc1ccc([C@H]2[C@H]3CN(C(=O)CN(C)C)CCCCN3[C@H]2CO)cc1
1.73,O=C(C1CCCCC1)N1CC2(C1)[C@@H](c1ccccc1)[C@H](CO)N2C(=O)c1cccnc1
1.45,CN(C)C(=O)c1ccc(-c2ccc([C@@H]3[C@H](CO)N4C(=O)CN(C(=O)C5CCCCC5)C[C@@H]34)cc2)cc1
-0.517,O=C(Nc1ccc(F)cc1)N1[C@@H](CO)[C@@H]2c3ccccc3NC[C@@H]21
5.49,O=S(=O)(c1ccccc1F)N1C[C@@H]2N[C@H](C1)C2c1ccc(-c2ccncc2)cc1 (some centres not stated)
0.931,CCC(=O)N1[C@H](CO)[C@@H](c2ccccc2)[C@@H]1CN(C)C(=O)c1cccc(F)c1

4 entries from above, arranged by the number in IDE exosite FP, falling:
mol	IDE exosite FP
CN(C)CC#Cc1ccc([C@H]2[C@H]3CN(C(=O)CN(C)C)CCCCN3[C@H]2CO)cc1	4.62
CCC(=O)N1[C@H](CO)[C@@H](c2ccccc2)[C@@H]1CN(C)C(=O)c1cccc(F)c1	0.931
CC(=O)N1CCCCN2[C@H](CO)[C@@H](c3ccc(Br)cc3)[C@@H]2C1	-0.359
O=C(Nc1ccc(F)cc1)N1[C@@H](CO)[C@@H]2c3ccccc3NC[C@@H]21	-0.517

Not all compounds are listed; rates above refer to the full screens.
